Pf gametocyte: P. falciparum stage V gametocyte viability inhibition. hit rate 0.065% among 150,000. inhibition, % at 10.9 µM. P. falciparum stage V gametocytes, ATP luminescence, 24 h;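 active = inhibition above the mean plus 3 SD of compounds within the control limits, set per campaign, cut at about 38% in these data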;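 also: 0% = DMSO wells and 100% = medium only without gametocytes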
Rac1 mut GTP: modulators of GTP binding to human Rac1 activated mutant. P63000. GST-Rac1 activated beads, fluorescent GTP binding, flow cytometry; actives lie on both sides; 100% means binding = to untreated wells. percent activity (GTP binding), % at 10 µM. hit rate 0.11% among 190,000;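 active = GTP binding at least 20 percentage points away from the 100% baseline, in either direction, so actives lie on both sides; inconclusive = Compound likely fluorescent itself, or too few beads counted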
Avidin fluor: compound fluoresces at 488/530 nm on avidin beads | fluorescence (KMESF) at 10 µM | AID 1775 | compound fluorescence 488/530 nm, flow cytometry; hits give high values | hit rate 0.38% among 220,000; in the data active = fluorescence above about 47; also: inactives centre near 10
Rab2 wt GTP: changes GTP binding to wildtype dog Rab2A, up or down | P61105 | GST-Rab2 wt beads, Bodipy-GTP binding, flow cytometry | GTP binding activity, % at 10 µM | hit rate 0.19% among 190,000;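 active = GTP binding activity at least 20 points away from 100%, either lowered or raised; inconclusive = signal likely due to the compound's own green fluorescence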;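 also: 0% = beads with excess unlabeled GTP and 100% = no-compound control corrected for plate trend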
ABCB1 inh: inhibitors of human ABCB1 transporter, ABCG2 counter-screen | P08183 | CCRF-Adr cells, JC-1 efflux, flow cytometry | inhibition, % at 6.6 µM | hit rate 0.067% among 190,000 | AID 1326; in the data active = inhibition above about 40%;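 also: 0% = vehicle and 100% = reference inhibitor; higher value means more JC-1 retained so stronger ABCB1 efflux block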
ABCG2 block: human ABCG2 inhibition, ABCB1 as counter-screen | IgMXP3 cells, JC-1 efflux, flow cytometry | inhibition, % at 6.6 µM | hit rate 0.1% among 190,000 | AID 1325;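 active = inhibition above 80%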;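 also: 0% = DMSO and 100% = nicardipine control wells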
Target sequence (Q9UNQ0 whole entry, looked up): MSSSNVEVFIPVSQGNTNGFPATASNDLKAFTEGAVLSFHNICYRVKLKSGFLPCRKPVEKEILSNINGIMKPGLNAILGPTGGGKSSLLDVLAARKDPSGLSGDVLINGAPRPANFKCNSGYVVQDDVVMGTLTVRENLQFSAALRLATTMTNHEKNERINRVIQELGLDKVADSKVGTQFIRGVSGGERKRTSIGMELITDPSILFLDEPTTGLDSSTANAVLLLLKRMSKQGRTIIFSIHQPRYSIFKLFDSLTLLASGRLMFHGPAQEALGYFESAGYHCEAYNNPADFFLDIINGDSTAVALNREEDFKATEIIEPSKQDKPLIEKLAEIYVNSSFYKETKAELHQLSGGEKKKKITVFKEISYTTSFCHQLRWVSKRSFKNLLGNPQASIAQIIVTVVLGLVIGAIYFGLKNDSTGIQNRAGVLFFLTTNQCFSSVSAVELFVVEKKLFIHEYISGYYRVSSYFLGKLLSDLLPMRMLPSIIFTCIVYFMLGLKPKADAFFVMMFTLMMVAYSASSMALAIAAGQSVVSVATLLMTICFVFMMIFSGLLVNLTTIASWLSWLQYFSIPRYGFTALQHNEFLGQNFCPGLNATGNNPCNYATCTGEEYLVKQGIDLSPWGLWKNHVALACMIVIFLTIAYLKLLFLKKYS
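Read-out basis: Efflux inhibition in percent versus controls | Test system: ABCG2 IgMXP3 and barcoded ABCB1 CCRF-Adr cell mix | Quantity: 3 million cells/mL in well | Schedule: 10 min at 25 °C | Control set: Nicardipine as high control, DMSO as low control | Reagent: JC-1 as fluorescent efflux pump substrate | Signal: Flow cytometry of retained JC-1 fluorescence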
HRas wt GTP: modulators of GTP binding to human HRas wildtype; AID 759; GTP binding activity, % at 10 µM; hit rate 0.14% among 190,000; GST-Ras wt beads, Bodipy-FL-GTP binding, flow cytometry; actives lie on both sides; P01112;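 active = GTP binding activity at least 20% away from the 100% baseline, either lowered as inhibitor or raised as activator; inconclusive = flagged as likely green fluorescent, judged across all proteins in the well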;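 also: 0% = unlabeled GTP competition control and 100% = no-compound control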
Cdc42 wt GTP: modulators (inhibitors or activators) of GTP binding to human Cdc42 wildtype; GST-Cdc42 beads, Bodipy-GTP binding, flow cytometry; actives lie on both sides; AID 761; percent activity (GTP binding), % at 10 µM; hit rate 0.2% among 190,000;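 active = percent activity GTP binding at least 20 points away from the 100% baseline, either down as inhibitor or up as activator; inconclusive = compound flagged as likely green fluorescent from well-wide comparison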;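 also: median bead fluorescence of bound Bodipy-FL-GTP at 100 nM; 0% = excess unlabeled GTP control and 100% = no compound control; below 100% means less GTP binding so inhibitor and above means activator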
Target sequence (P60953 whole entry, looked up): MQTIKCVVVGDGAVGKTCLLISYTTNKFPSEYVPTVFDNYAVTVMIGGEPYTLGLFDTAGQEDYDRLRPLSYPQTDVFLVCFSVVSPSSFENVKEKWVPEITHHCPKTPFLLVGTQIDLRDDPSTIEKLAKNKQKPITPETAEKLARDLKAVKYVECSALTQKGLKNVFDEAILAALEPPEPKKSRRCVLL
Rac1 wt modul: alters GTP binding to wildtype human Rac1; AID 757; GTP binding activity (% of control), % at 10 µM; hit rate 0.27% among 190,000; P63000; GST-Rac1 beads, fluorescent GTP binding, flow cytometry; actives lie on both sides; 0 = cold GTP competed, 100 = untreated;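 active = GTP binding activity at least 20 points away from the 100% control level, either lower or higher; inconclusive = compound flagged as likely green fluorescent, judged across all proteins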
Mcl1-Noxa inh: disrupts binding of human Mcl-1 to Noxa peptide | Q07820 | TR-FRET Mcl-1/Noxa peptide binding, 2 h | hit rate 1.5% among 220,000 | AID 1022 | inhibition, % at 21.7 µM;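 active = compounds that cut the protein-peptide binding signal by more than 50% relative to plate controls in a single-dose test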;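 also: His-tagged Mcl-1 with rhodamine Noxa BH3 peptide and terbium anti-His antibody; 0% = Mcl-1 plus Noxa peptide wells and 100% = peptide-only wells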
Rab7 wt modul: alters GTP binding to wildtype dog Rab7; GST-Rab7 beads, fluorescent GTP binding, flow cytometry; actives lie on both sides; untreated = 100%, excess cold GTP = 0%; GTP binding activity (percent of control), % at 10 µM; hit rate 0.055% among 190,000;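 active = fluorescent GTP binding to Rab7 beads changed by at least 20 points from the 100% baseline, either direction, mostly lower; inconclusive = compound itself probably fluorescent, or too few beads counted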;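 also: median green fluorescence of bound Bodipy-FL-GTP per Rab7 bead population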
The depositor's hits bear a star; ? = inconclusive; . = no result given. An unsorted share of the library (roughly 2.3% active in at least one column).

smiles	Avidin fluor	ABCG2 block	Mcl1-Noxa inh	Cdc42 wt GTP	Pf gametocyte	HRas wt GTP	ABCB1 inh	Rac1 wt modul	Rab7 wt modul	Rab2 wt GTP	Rac1 mut GTP
O=C(Nc1ccccc1F)c1ccco1	.	0	5	102	.	101	0.1	104	99	98	95
CCOC(=O)C1=C(C)OC(N)=C(C#N)C1c1ccc(O)c(OC)c1 (stereo not given)	11	2	-1	100	8	99	0.0	98	95	95	98
CCc1ccc(C(C(=O)NC2CCCC2)N(C(=O)/C=C/C(=O)Nc2cc(C)on2)c2ccccc2C)cc1 (stereo not given)	9	3	8	92	1	97	.	97	97	98	94
N#Cc1ccsc1NC(=O)CN1CCN(c2ccccn2)CC1	13	7	16	97	.	98	0.7	101	98	96	96
NS(=O)(=O)c1ccc(CCNC(=O)CN2CCN(c3cccc(Cl)c3)CC2)cc1	13	12	22	105	3	102	0.6	105	104	101	101
COc1ccc2[nH]c(=O)c(CN(C(=O)c3cccnc3)c3ccccc3OC)cc2c1	10	3	18	93	10	94	0.6	93	91	92	93
CCOC(=O)C1CCN(C(=O)Cc2c(C(=O)O)n(CC)c3ccccc23)CC1	16	3	12	101	.	100	0.8	105	99	99	95
Cc1cccn2cc(-c3c[nH]c4ccccc34)nc12	10	13	21	99	-3	96	0.3	99	102	97	96
CC(=O)Nc1ccc(S(=O)(=O)N2CCCN(S(=O)(=O)c3ccc(C)cc3)CC2)cc1	23	0	18	103	-11	101	0.0	106	102	101	101
Cc1ccsc1C(=O)N1CCCC(CCC(=O)NCc2ccccc2F)C1 (stereo not given)	6	1	-1	99	-34	99	0.4	102	97	97	99
CNc1oc(-c2ccccc2)nc1C#N	11	1	-32	100	.	100	0.4	102	99	100	99
O=C(NNC(=O)C(O)(c1ccccc1)c1ccccc1)C1CC1	11	0	6	102	.	98	0.0	103	100	101	99
CCN1CCN(C(=O)CCN2C(=O)c3ccccc3C2=O)CC1	8	12	13	96	.	99	1.9	98	105	98	96
Cc1ccc(C(=O)O)cc1S(=O)(=O)N1CCC(C(=O)O)CC1	16	1	-2	105	8	106	0.3	105	108	107	101
COC(=O)c1ccccc1NC(=O)C1CC(=O)N(c2ccc(F)cc2)C1 (stereo not given)	22	6	-8	102	-1	101	1.0	99	102	99	99
Cc1c(NCc2cc(Cl)ccc2O)c(=O)n(-c2ccccc2)n1C	9	1	17	102	.	103	0.2	97	97	102	96
O=C1C(=O)N(CCCN2CCOCC2)C(c2cccs2)/C1=C(/O)c1ccc2c(c1)OCO2 (stereo not given)	33	-4	0	102	.	99	-0.7	104	99	101	98
O=S(=O)(CCSc1nc2ccccc2o1)c1nc2ccccc2s1	13	7	-10	104	1	99	1.9	105	102	101	101
COc1ccccc1-c1nc(C#N)c(N2CCC(C(N)=O)CC2)o1	18	3	4	104	-16	101	0.8	105	94	97	99
Cc1nn(C)cc1C(C)NCc1c(C(=O)N2CCCCCCC2)nc2ccc(Cl)cn12 (stereo not given)	5	0	5	95	-2	96	0.3	95	95	99	97
CCOc1ccc(-c2nc(C#N)c(NCC3CCCO3)o2)cc1 (stereo not given)	21	48	5	100	-8	100	0.6	108	98	98	98
COc1cnc(N(C)C)nc1Sc1ccc(Cl)cc1	11	3	7	97	.	97	0.8	100	98	99	98
COc1ccc(NC(NC(=O)c2cccnc2)C(Cl)(Cl)Cl)cc1 (stereo not given)	24	4	13	102	18	100	1.7	104	103	102	98
Cc1c(C#N)c2ccccc2n1CC(=O)NCC1CCCO1 (stereo not given)	7	-1	-1	98	-24	99	-1.8	100	103	100	98
Cc1ccc2c(c1)N(C(=O)CSc1nncn1C)C(C)(C)c1ssc(=S)c1-2	5	-4	8	97	-12	97	-2.5	96	98	94	95
O=C(NCC12CC3CC(C1)CC(CNC(=O)N1CCCC1)(C3)C2)N1CCCC1	23	12	-1	103	.	101	0.7	105	99	101	100
CC(=O)NCCc1ccc(S(=O)(=O)NC2OC(=O)c3ccccc32)cc1 (stereo not given)	25	4	-5	100	6	96	0.8	101	100	98	94
O=C(COC(=O)COc1ccc2ccccc2c1)NCC(F)(F)F	12	7	-8	98	-5	100	1.6	104	102	98	98
C/C(=N\NC(N)=O)C1(C)CCCCC1	25	6	7	99	.	100	0.8	107	102	98	99
O=C(NCc1ccc(Cl)cc1)c1ccc(OCC2CCCO2)cc1 (stereo not given)	14	6	6	100	-9	101	0.2	96	95	98	102
O=C(Nc1ccc(-c2nc3cc(Cl)ccc3o2)cc1)C1CCCO1 (stereo not given)	6	0	0	95	-12	94	-0.1	97	92	94	93
O=C(Cn1cccc1)Nc1ccc(OC(F)(F)F)cc1	24	40	11	106	.	101	1.3	107	102	103	100
O=C1CC(c2cccs2)Cc2nc(NCC3CCCO3)ncc21 (stereo not given)	6	2	18	103	.	102	0.3	103	99	99	100
N#C/C(=C(/O)c1ccc(-c2cccc([N+](=O)[O-])c2)o1)c1nc2ccccc2s1	.	0	88*	89	-7	91	-0.4	84	94	90	90
Cc1cc(C)n(CCc2nc(-c3ccco3)cs2)n1	5	8	53*	102	.	100	0.3	108	100	101	98
O=C(Cn1c(=O)n(Cc2ccco2)c(=O)c2ccccc21)NCC1CCCO1 (stereo not given)	8	2	9	104	-21	104	0.8	103	101	104	99
COc1ccc(-c2c(O)c(C#N)c(-c3ccccc3)n(-c3ccc(OC)cc3)c2=O)cc1	7	4	-31	?	.	?	0.4	?	?	?	?
O=C(CSc1nnc(Cc2ccccc2)n1-c1ccccc1)NNC(=O)Cc1ccccc1	15	1	6	105	.	106	0.1	107	105	105	100
COc1ccc(F)cc1S(=O)(=O)N1CC(C)CC(C)C1 (stereo not given)	36	0	11	108	-5	105	0.1	106	100	105	102
CC(OC(=O)CN1C(=O)NC(C)(C)C1=O)C(=O)c1ccccc1 (stereo not given)	12	0	-13	104	.	103	0.0	106	106	100	101
Oc1ccc(/C=N/N(Cc2ccccc2)c2ccccc2)cc1	9	8	27	95	-10	95	0.6	96	94	94	93
Cn1c(=O)c2c(nc(NCCNC(=O)c3ccco3)n2Cc2ccc(Cl)cc2Cl)n(C)c1=O	5	1	-16	103	.	102	0.6	102	100	100	101
CCCCc1nnc(SCCSc2nnc(CCCC)n2N)n1N	37	1	13	106	-5	104	0.2	107	100	103	102
CCn1c(=O)n(-c2ccc(Cl)cc2)c(=O)c2c3c(sc21)COC(C)(C)C3	18	2	25	98	2	101	0.2	98	100	100	98
Cc1cccc(Nc2cc(=O)[nH]c(=O)[nH]2)c1	6	0	-5	104	9	101	-0.1	106	101	101	100
Cc1nc2nc(-c3ccco3)[nH]n2c(=O)c1Cc1ccccc1	9	-3	3	99	3	98	0.2	101	99	98	98
COCCOCCn1cnc2ccccc21	6	0	4	98	.	96	0.3	101	97	97	99
Cc1cc(NC(=O)CSc2nc(=O)cc(N)n2-c2ccc(Cl)cc2)no1	6	0	-23	96	3	98	0.6	101	104	98	98
O=C(CSc1nnc(-c2n[nH]c3ccccc23)n1-c1ccccc1)Nc1ccccc1Cl	13	12	-1	95	3	97	8.1	98	94	96	93
CCN(CC)c1ccc(/C=C2\CCC(/C=C(\C#N)C(=O)Nc3ccccc3F)=C2N2CCOCC2)cc1	4	0	25	84	13	81	9.4	82	81	84	80

Carrying on:
smiles	Avidin fluor	ABCG2 block	Mcl1-Noxa inh	Cdc42 wt GTP	Pf gametocyte	HRas wt GTP	ABCB1 inh	Rac1 wt modul	Rab7 wt modul	Rab2 wt GTP	Rac1 mut GTP
Cc1cccc(-n2c(CNC(=O)c3ccccc3)nnc2SCC(=O)Nc2nccs2)c1	28	2	11	103	.	102	0.2	105	102	100	101
COc1ccc2nc(SCCN(C)C)[nH]c2c1	8	3	45	97	-1	99	0.5	101	97	96	97
CCOC(=O)C1=C(C)N=c2s/c(=C\C(=O)OC)c(=O)n2C1c1ccc(OC)cc1 (stereo not given)	6	0	6	98	.	99	0.2	102	99	97	98
CCOc1ccc2nc(SCC(=O)NCc3ccc4c(c3)OCO4)[nH]c2c1	12	8	-17	96	-2	97	0.7	96	95	94	92
CCc1cc2c(SCC(=O)O)ncnc2s1	13	-2	15	100	.	99	-0.4	103	100	100	102
O=C(CSc1nnc(C2CC2)n1Cc1ccco1)NCC(F)(F)F	11	2	8	99	.	96	1.1	98	95	97	99
COc1ccccc1OCc1ccc(C(=O)N2CCOCC2)o1	7	5	3	95	3	101	1.1	105	101	96	99

Screens deposited in PubChem by several laboratories.
